Screening results: PubChem BioAssay, The Scripps Research Institute Molecular Screening Center
PLCg1 inh: PLC-gamma1 (human) inhibition, primary screen; P19174; purified PLC-gamma1, fluorogenic substrate, fluorescence; inhibition, % at 12.2 µM; 0.84% of 370,000 active; AID 720700; in the data active = inhibition above about 9.5%
ARFGAP1 inhibitor: rat ARFGAP1 inhibition. inhibition, % at 16.5 µM. AID 651572. Arfgap1-stimulated ARF1 GTP hydrolysis, GDP FP detection. Q62848. 0.26% of 360,000 active;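 active = inhibition above a per-plate limit, mean inhibition of low control wells plus 3 SD, cut at about 25% in these data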;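 note: 0% = DMSO wells with enzyme and 100% = wells lacking Arfgap1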
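System: truncated rat Arfgap1 GAP domain / Medium: HEPES-based buffer, pH 7.5 / Also added: N-terminally truncated human ARF1-GTP substrate / Incubation: enzyme reaction 120 min at 25 °C after 20 min preincubation / Measured by: FP of antibody-bound GDP Alexa 633 tracer, ex 620/em 688 nm / Replicates: singlicate, each compound tested once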
ASAP1 GAP inh: blocks human ASAP1-stimulated Arf1 GTP hydrolysis; Q9ULH1; GDP FP detection; inhibition, % at 16.5 µM; 0.19% of 360,000 active; AID 624377; in the data active = inhibition above about 25%;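 note: 0% = vehicle with enzyme and substrate and 100% = no enzyme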
DDE Tn6 FP inh: disrupts Tn6 cyclic peptide binding to fibrin D-Dimer-E complex; P02675; 0.21% of 370,000 active; inhibition, % at 8.3 µM; AID 720509; Fibrin DD(E) TRITC-Tn6 fluorescence polarization displacement;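 active = inhibition above a per-campaign cutoff: mean of compounds within control limits plus 3 SD, cut at about 15% in these data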;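 note: 0% = median of all compound wells on the plate and 100% = blocking peptide control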
proKLK7 act: proKLK7 (human) activation, primary screen. 0.9% of 370,000 active. purified proKLK7, EDANS-DABCYL substrate fluorescence; 100% is mature enzyme control, 0% vehicle. activation, % at 7 µM. P49862;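 active = activation above the mean of all tested compounds plus 3 SD, computed per campaign excluding outliers beyond control limits, cut at about 13% in these data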
Target sequence (P49862 whole entry, looked up): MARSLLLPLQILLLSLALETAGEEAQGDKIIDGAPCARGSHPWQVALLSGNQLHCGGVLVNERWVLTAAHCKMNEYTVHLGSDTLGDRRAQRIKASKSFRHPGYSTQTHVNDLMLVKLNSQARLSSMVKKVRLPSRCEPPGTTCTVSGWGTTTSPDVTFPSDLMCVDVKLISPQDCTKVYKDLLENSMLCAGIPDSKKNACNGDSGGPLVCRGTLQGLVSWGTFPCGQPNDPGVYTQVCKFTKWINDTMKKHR
UHRF1 MBD2 ctr: UHRF1 methyl-DNA binding inhibition | Q96T88 | UHRF1 binding to methylated oligo, TR-FRET | inhibition, % at 4.4 µM | 0.75% of 370,000 active; in the data active = inhibition above about 21%;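 note: UHRF1 SRA domain binding a hemimethylated CpG hairpin DNA probe; 0% = median of test compound wells and 100% = reference inhibitor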
Target sequence (Q96T88 whole entry, looked up, the tested form may be a part): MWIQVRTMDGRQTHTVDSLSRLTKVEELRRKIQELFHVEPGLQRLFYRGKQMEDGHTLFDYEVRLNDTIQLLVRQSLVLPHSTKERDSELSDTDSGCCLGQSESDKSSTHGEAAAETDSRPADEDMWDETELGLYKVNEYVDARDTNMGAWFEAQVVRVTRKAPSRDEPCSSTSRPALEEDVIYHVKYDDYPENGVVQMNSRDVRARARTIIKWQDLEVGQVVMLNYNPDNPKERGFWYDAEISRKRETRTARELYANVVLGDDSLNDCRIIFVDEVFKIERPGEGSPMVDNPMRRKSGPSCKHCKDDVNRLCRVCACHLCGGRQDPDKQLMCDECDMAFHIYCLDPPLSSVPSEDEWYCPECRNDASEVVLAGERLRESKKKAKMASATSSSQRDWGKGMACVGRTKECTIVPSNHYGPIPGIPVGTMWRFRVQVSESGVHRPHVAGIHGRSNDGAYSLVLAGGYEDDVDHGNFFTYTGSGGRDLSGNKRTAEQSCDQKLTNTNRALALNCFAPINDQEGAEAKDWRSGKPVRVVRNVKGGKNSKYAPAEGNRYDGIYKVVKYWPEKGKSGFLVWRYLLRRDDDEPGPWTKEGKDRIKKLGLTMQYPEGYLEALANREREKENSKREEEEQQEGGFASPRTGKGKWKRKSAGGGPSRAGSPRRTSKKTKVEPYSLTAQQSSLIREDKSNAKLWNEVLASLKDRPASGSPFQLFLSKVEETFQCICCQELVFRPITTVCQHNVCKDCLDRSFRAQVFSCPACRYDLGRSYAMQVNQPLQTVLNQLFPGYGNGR
ADAM17 inh: inhibits human ADAM17; AID 720648; P78536; recombinant ADAM17, EDANS/DABCYL FRET peptide cleavage; inhibition, % at 6.95 µM; 0.83% of 370,000 active;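 active = inhibition above the mean of compounds lying between control limits plus 3 SD, set per campaign, cut at about 8.5% in these data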;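 note: 0% = DMSO-only wells as the low control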
PLC-beta3 inh: inhibitors of human phospholipase C beta3; Q01970; Purified PLC-beta3, fluorogenic substrate, fluorescence; inhibition, % at 12.2 µM; 0.18% of 370,000 active; AID 720704; in the data active = inhibition above about 11%;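 note: 0% = median of compound wells on plate and 100% = full blocker control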
Tn7 DDE FP: inhibitors of Tn7 peptide binding to human fibrin DD(E) | P02675 | FP displacement of FITC-Tn7 peptide from fibrin DD(E); 0% = median of compound wells per plate | inhibition, % at 8.3 µM | 0.13% of 370,000 active | AID 720508;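 active = inhibition above the mean of compounds falling within the control limits plus 3 SD of them, cut at about 14% in these data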;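 note: 0% = plate median of compound wells and 100% = 10 µM Aha-Tn7 peptide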
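Also added: labelled Tn7 tracer, 0.1 µM; Assay system: human fibrin DD(E) protein; Amount: 2 µM fibrin DD(E); Schedule: 10 min compound pre-incubation, 3 h probe incubation at room temperature; Repeats: one replicate per compound; Read-out basis: percent inhibition; Measured by: fluorescence polarization of the labelled Tn7 tracer.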
MBD2 DNA inh: MBD2-methylated oligo binding inhibition. Q9UBB5. TR-FRET, MBD2 binding to methylated oligonucleotide. inhibition, % at 4.4 µM. 0.31% of 370,000 active; in the data active = inhibition above about 13%
* = called active by the depositor; i = inactive; nt = no result given.

entry	Molecule	MBD2 DNA inh	Tn7 DDE FP	UHRF1 MBD2 ctr	PLC-beta3 inh	ASAP1 GAP inh	PLCg1 inh	ARFGAP1 inhibitor	ADAM17 inh	proKLK7 act	DDE Tn6 FP inh
1	O=C(CNC(=S)NC(=O)C1CCCCC1)c1ccccc1	-2	1	1	-6	10	-2	0	-4	0.6	0
2	CCCc1c(O)nc(SC2CC(=O)N(c3cc(OC)ccc3OC)C2=O)[nH]c1=O (stereo unspecified)	1	-4	0	2	5	2	8	0	-0.1	-1
3	Cc1cc(C)n2nc(-c3ccccc3)cc2n1	3	6	-3	-59	1	-51	-6	-14	0.2	9
4	C/C(=N\OCC(=O)OCC(=O)NC(=O)c1ccccc1)c1ccc2c(c1)OCO2	-4	0	0	-5	7	-2	6	0	0.3	6
5	O=C(COc1ccc(Cl)cc1)N(Cc1ccccc1)c1ccccn1	4	0	2	-2	7	1	-9	0	-0.2	1
6	CC(Oc1ccccc1)c1ccn[nH]1 (stereo unspecified)	5	8	3	0	7	-1	-4	-6	0.3	6
7	O=C(CNC(=O)c1ccc2c(c1)OCCO2)N/N=C/c1ccc([N+](=O)[O-])cc1	-3	7	-3	-6	6	1	-8	-1	-0.3	-3
8	Cc1cccc(NC(=O)c2cccc(NC(=O)Cc3cccs3)c2)c1	3	1	1	-3	13	-4	1	-2	0.1	4
9	COc1ccc(-n2c(=S)[nH]c3cc(C(=O)Nc4cccc(C)c4)ccc3c2=O)cc1	-2	0	-2	0	-2	2	1	-3	0.3	-15
10	C[C@@H]1CN(C(=O)OC(C)(C)C)CCN1c1ccc(N2CCS(=O)(=O)CC2)c(C#N)c1	2	-8	1	-11	10	-9	6	-3	0.0	3
11	N#CCCCCn1ccc(NC(=O)c2ccc(Cl)cc2O)n1	3	-10	3	-16	3	-9	3	-71	0.4	1
12	O=C(CNC(=O)c1ccco1)OCC(=O)c1ccccc1Cl	-1	-6	1	4	5	0	-3	0	-0.4	-10
13	Cc1ccc([N+](=O)[O-])cc1NC(=S)NC(=O)C(C)(C)C	-3	3	0	-1	9	3	2	4	-0.2	-1
14	Cc1ccc2c(Cl)c(C(=O)Nc3cccnc3)sc2c1	3	-4	1	-1	2	1	-10	-1	0.2	-7
15	CC(C)C(N)c1csc(Nc2ccc(C(=O)c3ccccc3)cc2)n1 (stereo unspecified)	5	4	-1	-195	6	-139	10	-3	0.7	-8
16	CC(C)CNc1ncnc2c1ncn2[C@H]1CN(Cc2ccncc2)C[C@@H](CO)O1	0	6	1	-1	1	0	5	-2	-0.5	3
17	O=C(COC(=O)c1ccc(S(=O)(=O)NCc2ccco2)cc1)Nc1ccc(Cl)cn1	5	1	8	-6	-6	-4	3	-6	0.2	4
18	Cc1nc(Nc2nc3ccccc3o2)nc2c1CCC2	-4	-3	-6	2	0	-1	5	-1	0.1	10
19	Cc1ccc(C(=O)N2CCCC2)cc1S(=O)(=O)Nc1ccccc1	8	-1	9	3	0	-1	8	-2	-0.3	2
20	O=C(Nc1cccnc1)c1ccc2c(c1)OCO2	1	3	2	0	0	1	-2	-6	-0.3	8
21	C/C(=N\NC(=O)c1c(C)nc2ccccn12)c1cccc([N+](=O)[O-])c1	2	-8	-1	-5	6	-1	-5	-7	0.7	12
22	CCN(CC)c1ccc(NC(=O)CC2Oc3ccccc3NC2=O)c(C)c1 (stereo unspecified)	-2	-1	-5	-3	-12	-1	-2	-3	0.1	6
23	Cc1cc(C)nc(SC(C)C(=O)N/N=C/c2cccs2)n1 (stereo unspecified)	1	8	0	-4	5	-1	2	-3	-0.1	-1
24	CC(=O)OC1COC(N2CCc3cc([N+](=O)[O-])ccc32)C(OC(C)=O)C1OC(C)=O (stereo unspecified)	-5	-3	-2	3	5	1	-2	1	-0.7	1

Compounds shown so far that have a furan ring, fused or not (two):
entry	Molecule	MBD2 DNA inh	Tn7 DDE FP	UHRF1 MBD2 ctr	PLC-beta3 inh	ASAP1 GAP inh	PLCg1 inh	ARFGAP1 inhibitor	ADAM17 inh	proKLK7 act	DDE Tn6 FP inh
12	O=C(CNC(=O)c1ccco1)OCC(=O)c1ccccc1Cl	-1	-6	1	4	5	0	-3	0	-0.4	-10
17	O=C(COC(=O)c1ccc(S(=O)(=O)NCc2ccco2)cc1)Nc1ccc(Cl)cn1	5	1	8	-6	-6	-4	3	-6	0.2	4

(list continues)
entry	Molecule	MBD2 DNA inh	Tn7 DDE FP	UHRF1 MBD2 ctr	PLC-beta3 inh	ASAP1 GAP inh	PLCg1 inh	ARFGAP1 inhibitor	ADAM17 inh	proKLK7 act	DDE Tn6 FP inh
25	COc1ccc(OC)c(NC(=O)CN(C)CC(=O)Nc2ccccc2Cl)c1	-4	0	2	-6	0	9	-6	2	0.8	0
26	CC1CCCCC1NCC(=O)NCc1ccc(F)cc1 (stereo unspecified)	1	4	3	-4	2	0	5	-4	0.0	-2
27	CC(=O)N1CCN(CC(=O)Nc2cc(S(=O)(=O)N3CCOCC3)ccc2C)CC1	2	3	3	3	20	2	7	-7	-0.2	-6
28	CCCCOc1ccc(S(=O)(=O)NC(=O)C2(C)CCN2C(=O)c2cccc(F)c2)cc1 (stereo unspecified)	4	0	5	-6	0	-8	-7	-2	-0.3	3
29	CCn1c(CC(=O)Nc2ccccc2C)nnc1SCC(=O)NC1CCCC1	0	-3	1	-5	15	-2	4	-1	-0.5	4
30	COc1ccc(OC)c(CNC(=O)C2CCCN(C(=O)N(C)C)C2)c1 (stereo unspecified)	2	-3	1	2	-3	1	5	-3	0.1	-1
31	O=C(CCNS(=O)(=O)c1ccc(Br)cc1)NCCc1ccc(Cl)cc1	2	-6	1	-6	-5	-1	-21	1	0.3	-3
32	CC1=CCC2(CO)COC(c3ccccc3O)C1C2 (stereo unspecified)	4	3	4	2	-7	1	-1	-2	0.1	5
33	Fc1ccc(-c2nnc(Cc3ccc(Cl)cc3)o2)cc1	8	-1	6	-11	1	2	40*	-5	-0.2	-9
34	CNC(=O)C[C@H]1C(=O)N(C2CCCCC2)C[C@@H]1CSC	0	-1	-1	-1	6	1	-8	-2	0.0	0
35	Nc1cccc(-c2nc3ccc(C(=O)c4ccccc4)cc3[nH]2)c1	2	2	0	-21	10	-17	-6	0	0.3	-3
36	COc1ccc(C2(NC(C)=O)CCN(Cc3cccnc3)CC2)cc1	2	1	-2	-5	-1	-2	-5	-2	0.1	-7
37	COc1ccc(OC)c(CN2C(=O)COc3ccccc3C2c2nnnn2C2CCCC2)c1 (stereo unspecified)	-3	0	-1	2	nt	0	nt	-1	-0.7	2
38	COc1ccccc1C(=O)NNC(=O)c1ccc(Cl)cc1	0	-5	1	5	-2	5	9	2	0.1	2
39	CCS(=O)(=O)N1Cc2ccccc2CC1C(=O)NC(C)C12CC3CC(CC(C3)C1)C2 (stereo unspecified)	-2	-12	1	0	20	5	-2	3	-0.5	1
40	Cc1cc(OC(C)C(=O)NCCN2CCOCC2)c2c(C)cc(=O)oc2c1 (stereo unspecified)	1	-2	5	-147	13	-106	2	-70	8.1	3
41	O=C(CSc1nc2nn(-c3ccccc3)c(=O)c-2c2n1CCCCC2)NCCc1ccccc1	3	0	1	3	7	3	2	0	0.4	7
42	N#CC1=C(N)Oc2cc(N)ccc2C1C1CC=CCC1 (stereo unspecified)	-4	-4	4	-287	-6	-218	1	-176	4.0	0
43	O=C(CSc1nccn1-c1ccccc1)Nc1ccc2c(c1)OCO2	-3	-7	-2	3	-9	1	4	0	0.1	-7
44	O=C(COC(=O)c1ccc2c(=O)n3c(nc2c1)CCC3)Nc1ccccc1F	0	-3	5	-8	8	-2	9	-4	-0.2	5
45	CSc1nc(-c2ccccc2)nn1C(=O)c1ccc(C)cc1	7	-1	6	0	11	2	13	1	-0.3	-5
46	CN(Cc1ccccc1)C(=O)[C@@H]1CCCN1C(=O)[C@@H]1CCCN1C(=O)c1c(F)cccc1F	-2	-5	0	0	15	0	-8	-5	-0.2	0
47	N#CC1=C(N)Oc2c(ccc3cccnc23)C1c1cccnc1 (stereo unspecified)	-11	-8	-7	-75	3	-64	-1	-30	-36	1
48	COc1ccccc1Oc1c(C)oc2c(CN(C)C)c(O)ccc2c1=O	-2	-3	0	i	-3	i	0	i	51*	0
49	CCCC(C)NC(C)C(=O)NC1CCCC1 (stereo unspecified)	1	8	1	0	-4	-2	-1	0	-0.5	0
50	Oc1ccc2ccccc2c1C=NNc1ccccn1	-8	8	-5	-20	-15	-17	7	0	-4.1	4
51	COc1ccc(CN(C(=O)c2ccc(-c3ccccc3)[nH]2)C(C(=O)NC(C)(C)C)c2ccncc2)cc1 (stereo unspecified)	-2	3	-3	-4	10	1	-1	4	-0.2	-7
52	S=C(Nc1ccc(Cc2ccncc2)cc1)Nc1cccc(Cl)c1	6	-3	0	4	4	2	14	-3	-0.1	-5
53	O=C(Cn1nc(C(=O)O)c2ccccc2c1=O)Nc1cc(S(=O)(=O)N2CCCCC2)ccc1Cl	5	-5	0	-9	6	-2	-3	-3	-0.1	-4
54	Cc1c(Cl)cccc1NC(=S)N(Cc1ccco1)C(C)c1ccccn1 (stereo unspecified)	-2	5	-1	-6	2	-1	-4	-5	0.6	3
55	O=C(NC(=S)Nc1ccccc1N1CCCCC1)c1cccs1	2	0	-2	8	-6	2	-12	2	0.3	1
56	S=C(NCCc1ccccc1)N1CCn2cccc2C1c1ccncc1 (stereo unspecified)	-5	1	-1	-22	-2	-14	-5	-7	0.5	2
57	COc1ccc(N2C(=O)CCC(C(=O)N3CCOCC3)C2c2ccc(F)cc2)cc1 (stereo unspecified)	2	10	1	0	-10	0	7	1	-0.9	3
58	Cc1ccc(C(=O)COC(=O)c2ccc(O)cc2)cc1	-8	2	1	3	-4	-2	3	3	0.2	8
59	C1CCc2c(nc3nnnn3c2NCC2CC2)C1	-5	-3	0	-6	3	2	2	-1	-0.1	11
60	Cn1c(=O)[nH]c(=O)c2c1nc(CN1CCN(c3ccccc3F)CC1)n2CCCc1ccccc1	-7	-13	0	2	5	1	-12	-1	0.2	-4
61	COC(=O)C1=CN(Cc2ccc(F)cc2)C=C(C(=O)OC)C1c1ccc(O)c(OC)c1	7	0	-1	-21	1	-15	1	-11	-0.3	-2
62	O=C1NC2(CCCCCC2)C(=O)N1Cc1ccccc1F	1	4	-1	-6	13	1	-7	-3	0.3	2
63	O=C(CSCC(=O)Nc1cccc([N+](=O)[O-])c1)Nc1ccccc1	7	5	7	-3	7	0	13	0	0.6	-2
64	COc1ccc(CCN2CC(C(=O)N(C)Cc3c(C)n[nH]c3C)CCC2=O)cc1 (stereo unspecified)	0	2	-1	-8	6	-2	4	-4	0.0	-3
65	COc1ccc(-c2nc(CN3CCC(C(=O)NC4CCN(Cc5ccccc5)CC4)CC3)c(C)o2)cc1OC	8	6	14	-3	-1	2	2	-5	0.5	0
66	COc1ccc2c3n(nc2c1)CCN=C3c1ccc(C)cc1	2	-8	-2	-78	2	-57	0	-2	-0.2	0
67	CC[n+]1c(/C=C/c2ccc(N(C)C)cc2)ccc2ccccc21	-11	0	-8	2	9	0	7	4	0.1	-5

As entered above.
Value for no. 66 under PLC-beta3 inh: -78
Value for no. 62 under MBD2 DNA inh: 1
Value for no. 67 under ADAM17 inh: 4
